# RXFP1 ag = RXFP1 (human) receptor agonism; 370,000 compounds, 0.3% hits; Potency, µM (top dose mostly 57.5 µM), for the others: at the highest dose activation, most hits filed as activators; Q9HBX9; HEK293T-RXFP1 cAMP TR-FRET, 30 min; response scale: percent of porcine relaxin response, buffer zero; note: potency is the fitted concentration of half-maximal effect; % is set by controls: 0 for no effect and ±100 for the full control effect; nearly all actives have a fitted effect of over 60% in size; many of its hits are not listed in these tables
#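 Agonist response is measured as cAMP accumulation in an RXFP1-transfected HEK293T line under PDE4 inhibition. Values are scaled between buffer-only and 29 nM porcine relaxin, and EC50s come from standard Hill equation fits.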
# Vif-A3F inh = blocks the Vif interaction with APOBEC3F | HeLa A3F-eYFP + Vif (tagged APOBEC3F with the HIV-1 protein that degrades it), YFP fluorescence increase | 390,000 compounds, 0.2% hits | Potency, µM (doses to about 46.1 µM), for the others: at the top dose activity, negative = active; note: potency is the fitted concentration of half-maximal effect; % of control where 0% means no effect; nearly all actives have a fitted effect of over 65% in size
#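 Fluorescence increase (Ex 488/Em 500-530) after overnight compound treatment at 37 deg C flags inhibition of Vif-driven A3F-eYFP loss in stable HeLa A3F-eYFP/Vif cells seeded overnight beforehand.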
# Vif-A3G inh = Vif-A3G binding inhibition | Q9HC16 | HeLa A3G-eYFP + Vif (tagged APOBEC3G with the HIV-1 protein that degrades it), YFP fluorescence, overnight | Potency, µM (titrated, usually from 46.1 µM), for inactives: at the top dose activity, negative = active, usual class: inhibitors | 410,000 compounds, 0.076% hits | AID 602310;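 note: potency is the fitted concentration of half-maximal effect; % is set by controls: 0 for no effect and ±100 for the full control effect; nearly all actives have a fitted effect of over 60% in size; hits raise eYFP signal because A3G escapes Vif-driven loss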
#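 Read-out is eYFP fluorescence (Ex 488/Em 500-530) from Vif-expressing HeLa A3G-eYFP cells; more signal means A3G escaped Vif-mediated degradation. Cells plated overnight, compound pinned in, incubated overnight at 37 deg C.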
# LDHA block = blocks human lactate dehydrogenase A; P00338; purified LDHA, NADH/diaphorase-resazurin fluorescence; active compounds read low; AID 1347041; 480,000 compounds, 0.15% hits; activity change, % (values are at about 110 or 230 µM); in the data active = activity change below about -30%; inconclusive = mostly about -25% to -30%;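 note: plate controls were DMSO wells for no effect and wells without enzyme for full effect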
#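 Enzyme activity of human lactate dehydrogenase 5 (2 nM; 0.06 mM NADH, 0.2 mM pyruvate, 5 min, RT) is measured via a resazurin/diaphorase fluorescence readout of residual NADH.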
# IDH1 R132H inh = human IDH1 R132H inhibition; O75874; IDH1-R132H enzyme, NADPH consumption, diaphorase/resazurin fluorescence; Potency, µM (series often up to 76.6 µM), inactives show at the highest dose activity change, negative = inhibition, usual class: inhibitors; 390,000 compounds, 0.093% hits; note: potency is the fitted concentration of half-maximal effect; % is set by controls: 0 for no effect and ±100 for the full control effect; nearly all actives have a fitted effect of over 65% in size
# Target sequence (O75874 whole entry R132H, stated change not applied): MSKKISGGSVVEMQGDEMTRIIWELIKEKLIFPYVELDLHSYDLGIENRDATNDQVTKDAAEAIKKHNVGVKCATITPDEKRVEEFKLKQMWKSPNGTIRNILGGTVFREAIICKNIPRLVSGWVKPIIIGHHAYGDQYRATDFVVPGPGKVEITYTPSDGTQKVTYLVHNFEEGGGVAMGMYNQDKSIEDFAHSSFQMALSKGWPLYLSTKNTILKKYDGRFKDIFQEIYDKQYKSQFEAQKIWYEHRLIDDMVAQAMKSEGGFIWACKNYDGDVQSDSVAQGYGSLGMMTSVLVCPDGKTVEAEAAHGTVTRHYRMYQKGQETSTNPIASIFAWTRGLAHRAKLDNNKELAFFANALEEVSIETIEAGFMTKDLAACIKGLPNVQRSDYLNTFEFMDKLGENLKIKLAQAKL
#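 IDH1-R132H (0.5 ug/mL) preincubated 30 min with compound, then NADPH (0.016 mM) and alpha-KG (2 mM) added; 80 min at RT, pH 7.5. Remaining NADPH coupled via diaphorase/resazurin to fluorescence (540/590 nm); concentration-response curves normalized to no-enzyme control.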
# Glioma ERSR ind = ER stress response induction in glioma. U87-MG GRP78 promoter luciferase reporter, 16 h. Potency, µM, for inactives: at the top dose activation, hits mostly activators. 420,000 compounds, 0.02% hits. AID 602332; note: potency is the fitted concentration of half-maximal effect; series mostly up to about 76 µM; % of control where 0% means no effect; nearly all actives have a fitted effect of over 35% in size
#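 Stably transfected U87-MG human glioma cells carrying a GRP78-based luminescent sensor were seeded at 1000 cells/well, pin-dosed with compounds and incubated 16 h. Luciferase reagent was then added, and end-point luminescence was read after 10 min at room temperature.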
# USP1-UAF1 inh = inhibitors of human USP1/UAF1 deubiquitinase. O94782. recombinant USP1/UAF1, Ub-Rhodamine cleavage fluorescence. Potency, µM (highest dose often 57.1 µM), for inactives: at the highest dose activity change, negative = inhibition, hits mostly inhibitors. 390,000 compounds, 0.23% hits. AID 743255; note: potency is the fitted concentration of half-maximal effect; % is set by controls: 0 for no effect and ±100 for the full control effect; nearly all actives have a fitted effect of over 60% in size; inactives centre near -12
#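 USP1/UAF1 complex (1 nM) preincubated 15 min at room temperature with compound, then Ub-Rho substrate (150 nM final) added. Kinetic fluorescence at 480/540 nm over 6 reads at 60 s intervals; 50 mM HEPES pH 7.8, 0.5 mM EDTA, 0.1 mg/ml BSA, 1 mM TCEP, 0.01% Tween-20.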
# TrxR1 substrate = is turned over as a substrate by rat TrxR1 | O89049 | purified TrxR1 substrate turnover, NADPH consumption readout | Potency, µM (doses to about 114 µM), for the others: top-dose activity change, negative = substrate turnover | 390,000 compounds, 0.01% hits | AID 588456; note: potency is the fitted concentration of half-maximal effect; % is set by controls: 0 for no effect and ±100 for the full control effect; nearly all actives have a fitted effect of over 50% in size
#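 Rat TrxR1, dispensed at 90 nM, was prereduced with 400 uM NADPH (final) for 5 min at ~22 deg C, then incubated with compound 15 min before 400 uM selenite. A first-read NADPH fluorescence drop versus no-compound background flagged substrates.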
# PI4K2A block = inhibitors of human PI4K2A; Q9BTU6; purified PI4K2A, ADP-Glo luminescence, 1 h; active compounds read low; activity change, negative = inhibition, % at 76.9 µM; 420,000 compounds, 0.13% hits; AID 1346378; in the data active = activity change below about -50%; inconclusive = mostly about -30% to -49%;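 note: -100% = wells without enzyme as full effect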
# Target sequence (Q9BTU6 whole entry, looked up): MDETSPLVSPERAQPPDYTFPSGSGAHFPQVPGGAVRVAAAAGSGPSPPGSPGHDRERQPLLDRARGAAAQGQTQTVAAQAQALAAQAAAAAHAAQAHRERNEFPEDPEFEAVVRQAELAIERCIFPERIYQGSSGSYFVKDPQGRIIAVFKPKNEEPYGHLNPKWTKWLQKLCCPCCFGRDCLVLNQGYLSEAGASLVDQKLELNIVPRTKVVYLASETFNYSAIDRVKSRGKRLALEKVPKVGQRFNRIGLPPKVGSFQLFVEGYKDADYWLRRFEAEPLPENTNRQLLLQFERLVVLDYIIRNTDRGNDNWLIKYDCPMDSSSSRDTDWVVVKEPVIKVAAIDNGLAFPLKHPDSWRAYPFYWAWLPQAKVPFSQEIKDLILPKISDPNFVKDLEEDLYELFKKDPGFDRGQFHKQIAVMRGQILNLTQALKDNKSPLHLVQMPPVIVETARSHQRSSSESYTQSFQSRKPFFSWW
#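 In this quantitative HTS, ADP production by PI4K2A was quantified luminescently after 1 h at ambient temperature; 100 microM adenosine served as plate-quality control.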
# The depositor's hits bear a star; ? = inconclusive; · = not tested or not shown; [ ] = dose if it differs, or a comment. Unless noted, calls come from the whole dose curve; as a rule, active = well fitted curve in the direction sought with a large enough effect; inconclusive = small, poorly fitted or top-dose-only effect, or another doubt; inactive = no such curve, though single readings can be large; an effect the other way counts as inactive or inconclusive.
SMILES | Glioma ERSR ind | TrxR1 substrate | PI4K2A block | LDHA block | RXFP1 ag | IDH1 R132H inh | Vif-A3F inh | USP1-UAF1 inh | Vif-A3G inh
CC(=O)Nc1ccc(-c2ccnc3c2CC(C)(C(=O)NCc2ccc(N4CCN(C)CC4)cc2)O3)cc1 (stereo not drawn) | -0.6% | · | -1.4 | -3.0 | · | · | · | · | 3.3%
O=C(Nc1ccccn1)c1cc(-c2ccc(Cl)s2)nc2ccccc12 | -0.4% | 49.1%[activator] | 0.0 | -3.7 | 1.1% | 3.3% | 6.4% | -24.0% | -0.2%
Cn1c(=O)c2c(nc(N3CCN(c4ccccc4)CC3)n2CCCc2ccccc2)n(C)c1=O | -3.5% | -9.6% | 1.5 | -4.5 | 0.0% | 2.9% | -4.8% | -3.7% | 1.1%
COc1cccc2cc(C(=O)N3CCc4ccccc4C3)c(=O)oc12 | 2.3% | 0.2% | 10.4 | 3.3 | 2.2% | 0.0% | -11.7% | -17.9% | -7.1%
Brc1cccc(-c2nnc3n2CCC3)c1 | -1.2% | 8.4% | 2.6 | -7.7 | 2.4% | 1.3% | -0.4% | -19.4% | 0.5%
COc1ccc(OC)c(NC(=O)C(=S)NC2CCCCC2)c1 | -1.1% | -3.1% | 0.2 | -2.7 | 0.8% | -3.2% | 6.8% | -26.4% | -8.4%
Cc1ccc(NC(=O)CN2C(=O)COc3ccc(S(=O)(=O)N4CCCCC4)cc32)cc1N(C)C | -2.1% | -2.5% | -0.9 | -2.2 | -1.1% | -18.0% | -2.4% | -6.6% | -2.1%
CCCCN(C(=O)c1ccc(Br)o1)C1CCS(=O)(=O)C1 (stereo not drawn) | -5.0% | 5.7%[11.4 µM] | -3.3 | 0.4 | -0.8% | 1.1% | 7.3% | -5.9% | -2.1%
Cc1ccnc(N2C(=O)CSC2c2ccc(Cl)cc2)c1 (stereo not drawn) | -0.6% | 0.4% | -5.7 | -3.8 | -1.5% | 2.8% | 8.2% | -17.7% | -4.0%
COc1ccc(Cn2c(SCC(=O)NCc3ccco3)nc3ccsc3c2=O)cc1 | -0.5% | 13.1% | 8.0 | -12.4 | 2.2% | -2.5% | -9.5% | -7.0% | 1.4%
COC(=O)C(NC(=O)C(C)NC(=O)OCc1ccccc1)C(C)C (stereo not drawn) | -2.4% | 0.2%[57.1 µM] | 0.7 | -4.6 | -2.5% | -2.8% | 5.8% | -6.5% | -3.4%
Cc1ccc(C)c(NC(=O)C2CCCN(S(=O)(=O)c3cccc4nsnc34)C2)c1 (stereo not drawn) | -0.2% | -5.0% | 0.5 | -2.7 | 2.3% | -7.9% | 4.1% | ? | 5.8%
CS(=O)(=O)N1CCN(C(=O)CSc2ccccc2)CC1 | -3.5% | -2.2%[57.1 µM] | -2.6 | 3.7 | 0.6% | 0.0% | 3.9% | -3.0% | 0.0%
CC1(C(=O)Nc2ccc3c(c2)OCO3)CCN1Cc1ccccc1OC(F)F (stereo not drawn) | -0.7% | · | -5.1 | 0.8 | · | · | · | · | -6.1%
CS(=O)(=O)N(CC(=O)N1CCCC1)C1CCCCC1 | -3.9% | · | 3.7 | -13.4 | · | -10.8% | -0.1% | -21.3% | 1.9%
CC(C)c1ccc(NC2CCCN(C(=O)c3cnc4ccccn4c3=O)C2)cc1 (stereo not drawn) | -2.2% | -2.7% | 1.6 | -3.9 | -1.6% | 7.1% | 5.4% | -10.7% | 1.1%
CC(=O)c1cc2c(C)cc(=O)oc2cc1O | -2.2% | 6.5% | -2.1 | 2.3 | 3.0% | 0.1% | -2.8% | -9.4% | -4.6%
CCCCn1nc(C(=O)OCC(=O)Nc2sccc2C(N)=O)c2ccccc2c1=O | -3.4% | -3.1% | 7.6 | 0.3 | 1.4% | -0.9% | -9.1% | -29.1% | -4.0%
N#C/C(=C\c1cccc([N+](=O)[O-])c1)c1ccccn1 | 8.1% | -6.9% | -21.1 | -6.2 | 14.3% | -1.6% | 9.5% | -8.1% | -12.3%
c1ccc(-c2nnc(SCc3cn4ccsc4n3)o2)cc1 | 8.1% | -7.4% | 1.8 | -2.6 | 0.6% | 2.1% | -6.5% | -1.7% | 5.0%
COc1cc(C(=O)NCCOc2cc(C)cc(C)c2)cc(OC)c1OC | 0.2% | 8.1% | -2.1 | -1.6 | -0.7% | 9.8% | 0.0% | -26.1% | ?
CCOC(=O)C1=C(C)NC(=O)NC1c1ccc2c(c1)OCCO2 (stereo not drawn) | -1.1% | -4.8% | 10.0 | -1.9 | 0.8% | 0.4% | 3.1% | -10.7% | 1.1%
COc1ccc2oc(C)c(C(=O)c3ccc(C)cc3)c2c1 | 1.5% | -6.7% | 4.1 | -2.3 | 2.5% | 8.4% | -0.3% | -9.8% | -0.1%
COC(=O)CCC(=O)NNC(=O)C1CC1(c1ccccc1)c1ccccc1 (stereo not drawn) | 0.1% | 0.4% | -1.0 | -7.9 | -0.6% | 6.1% | -8.7% | 0.0% | -6.3%
COc1ccc(NC(=O)CCCNS(=O)(=O)c2cccs2)cc1 | -3.2% | 0.1% | -1.4 | -3.6 | -0.4% | -3.0% | 2.8% | 1.5% | -0.1%
O=C(OCCNC(=O)c1ccc2ccccc2n1)c1cccnc1 | -1.4% | 6.6% | -1.5 | -3.6 | -0.1% | 1.9% | 1.2% | -7.8% | 0.0%
CCn1c(Cc2ccccc2)nnc1SCC(=O)Nc1ccc2c(c1)OCO2 | 0.7% | -2.8% | -17.4 | 1.7 | 0.2% | 2.0% | 2.4% | 6.5% | -2.5%
COc1ccc(-c2noc(C(C)NC(=O)c3ccco3)n2)cc1 (stereo not drawn) | -3.3% | -9.0% | -0.3 | -6.8 | -3.8% | 53.0%[activator] | 1.4% | -4.7% | 3.1%
COc1cc(-c2nc3ncccn3c2Nc2ccc(C)cc2C)ccc1O | · | -8.6% | -5.7 | 10.8 | 10.4% | · | · | -23.9% | ·
CC(C)c1nc2sc3c(=S)nc[nH]c3c2c2c1CCC2 | -6.1% | 12.3%[57.1 µM] | -1.5 | -2.9 | ? | -4.1% | -3.0% | -7.0% | -4.8%
Cc1ccccc1Nc1nc(N)nc(CSc2nc3ccccc3c(=O)n2C)n1 | -4.9% | -9.3% | -3.8 | -0.2 | 1.7% | 1.6% | -11.9% | -18.3% | -18.7%
O=C(O)c1nnn(-c2cccc(C(F)(F)F)c2)c1-c1ccccc1 | -7.3% | 7.8% | -3.9 | -2.0 | 2.2% | 4.5% | -9.3% | -25.4% | 2.5%
N#Cc1ccccc1OCCn1cncn1 | -0.6% | 0.2% | -2.2 | -6.0 | -1.3% | 3.8% | 2.0% | -6.9% | 4.0%
CN1CCN(C(=S)Nc2ccc([N+](=O)[O-])cc2)CC1 | -2.2% | 11.5%[57.1 µM] | -0.2 | -1.1 | -1.8% | 6.0% | 1.6% | -13.0% | 1.8%
NCCCCCNC(=O)c1nc[nH]c1C(=O)NCC(=O)OCc1ccccc1 | -3.1% | 1.0% | -7.0 | 1.0 | · | 0.0% | 0.4% | -22.4% | 0.4%
Cc1cc(OCC(O)CN2CCN(c3ccccn3)CC2)cc(C)c1Cl (stereo not drawn) | -2.4% | -6.2%[57.1 µM] | -0.5 | -3.3 | 1.7% | 8.1% | 6.0% | -23.5% | -6.1%
O=C(/C=C/c1ccccc1Cl)c1ccc[nH]1 | 10.4% | -14.6% | -1.5 | -5.1 | 4.5% | 2.1% | -22.0% | -14.9% | -22.2%
CC1(C)CC(=O)C=C(NCc2ccco2)C1 | -6.4% | -11.6% | 4.2 | -5.3 | 0.2% | 1.4% | -9.6% | -2.0% | 2.9%
CCN(C(=O)c1cc2c(=O)oc3ccccc3c2s1)c1ccccc1F | -1.3% | 0.9%[57.1 µM] | 3.2 | -5.1 | 4.1% | -8.2% | -9.7% | -20.9% | -0.8%
CC(=O)c1ccc(NC(=O)C2CCCO2)cc1 (stereo not drawn) | -0.3% | 1.5% | 5.1 | -7.7 | 0.7% | -1.9% | -6.0% | -16.7% | -9.1%
COc1ccc(OC)c(CNC(=O)c2cccc(NC(=O)N3CCSc4ncccc43)c2)c1 | 0.0% | 5.3% | 0.1 | 1.6 | 0.2% | -2.2% | -3.1% | -8.0% | 0.0%
O=C(CSc1nccn1-c1ccc(F)cc1)Nc1nc2ccccc2s1 | 0.1% | 2.0%[57.1 µM] | -7.6 | -1.8 | -0.5% | 15.9% | -29.3% | -7.2% | 0.9%
Cn1c(=O)n(C)c2cc(CNCc3ccc(C(=O)O)cc3)ccc21 | -0.1% | 3.2%[57.1 µM] | 0.2 | -5.6 | 2.2% | -2.1% | 2.7% | -8.6% | -1.0%
Cc1ccc(S(=O)(=O)N2CCCC2CNC(=O)c2ccccc2)cc1 (stereo not drawn) | -2.8% | -5.2% | -5.4 | -0.7 | 1.6% | 5.4% | 5.2% | -19.8% | 0.2%
COc1ccc(CC(=O)Nc2ccc3nc(Nc4cccc(Cl)c4)cc(C)c3c2)cc1 | 0.6% | 27.5% | 3.4 | -0.6 | 4.7% | 3.4% | 2.2% | -16.7% | 0.5%
COC(=O)Cc1csc(NCc2ccccc2)n1 | 1.4% | 2.4% | 0.3 | -6.4 | -1.3% | -3.1% | 8.3% | -12.4% | -1.7%

# Bioassay records from PubChem BioAssay.

# Some of the compounds tested; the hit share may differ from the screen's.
